TDP2 inh: TDP2 (human) inhibition, absorbance primary screen; O95551; recombinant TDP2, T5PNP hydrolysis, p-nitrophenol absorbance 415 nm; inhibition, % at 12.8 µM; 370,000 compounds, 0.34% hits; AID 720702;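 active = inhibition above the mean of all tested compounds plus 3 SD, set per campaign, cut at about 25% in these data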;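 note: 0% = DMSO with enzyme and 100% = buffer with substrate but no TDP2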
Target sequence (O95551 whole entry, looked up): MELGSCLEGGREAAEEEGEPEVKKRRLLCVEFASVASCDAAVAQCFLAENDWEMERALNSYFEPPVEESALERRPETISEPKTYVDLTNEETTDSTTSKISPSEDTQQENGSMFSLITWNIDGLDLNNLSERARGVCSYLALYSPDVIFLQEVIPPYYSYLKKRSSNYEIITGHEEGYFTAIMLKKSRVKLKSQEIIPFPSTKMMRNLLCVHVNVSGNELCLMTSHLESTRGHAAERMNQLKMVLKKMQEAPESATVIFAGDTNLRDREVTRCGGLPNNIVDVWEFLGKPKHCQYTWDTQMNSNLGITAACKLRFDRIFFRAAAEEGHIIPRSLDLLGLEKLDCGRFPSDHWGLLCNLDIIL
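Read-out basis: percent inhibition. System: recombinant human TDP2. Buffer or medium: Mg2+-containing Tris-HCl buffer, pH 7.5. Repeats: single replicate. Timing: reaction 2 h, 37 °C. Benchmarks: high control without enzyme, low control DMSO plus TDP2. Probe or stimulus: 5 mM T5PNP. Doses: 12.8 µM only. Measured by: epi absorbance of p-nitrophenol freed from T5PNP by hydrolysis.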
HTRA1 inh: HTRA1 (human) protease inhibition. inhibition, % at 5.96 µM. recombinant HTRA1, FP-rhodamine activity-based probe, fluorescence polarization. Q92743. 340,000 compounds, 0.5% hits; in the data active = inhibition above about 36%;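 note: 0% = enzyme with DMSO and 100% = wells lacking enzyme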
Rev-erbA mod: modulates human Rev-erb alpha binding to DNA. P20393. Rev-erbα–FITC-DNA binding, fluorescence polarization, 90 min. activity, % at 10 µM. 370,000 compounds, 0.79% hits. AID 1259318;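 active = activity above about 14%, limit read from the data; passing the limit was not always enough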;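 note: 0% = DMSO wells with 35 nM protein and 100% = DMSO wells with 750 nM protein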
SIAE primary: inhibitors of human sialic acid acetylesterase SIAE; 370,000 compounds, 0.69% hits; inhibition, % at 9.66 µM; AID 1053197; Q9HAT2; SIAE FP-Rh probe binding, fluorescence polarization;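 active = inhibition above a cutoff: mean of compounds within the control limits plus 3 SD of those, cut at about 17% in these data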;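 note: 0% = plate median of compound wells and 100% = probe without SIAE protein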
Target sequence (Q9HAT2 whole entry, looked up): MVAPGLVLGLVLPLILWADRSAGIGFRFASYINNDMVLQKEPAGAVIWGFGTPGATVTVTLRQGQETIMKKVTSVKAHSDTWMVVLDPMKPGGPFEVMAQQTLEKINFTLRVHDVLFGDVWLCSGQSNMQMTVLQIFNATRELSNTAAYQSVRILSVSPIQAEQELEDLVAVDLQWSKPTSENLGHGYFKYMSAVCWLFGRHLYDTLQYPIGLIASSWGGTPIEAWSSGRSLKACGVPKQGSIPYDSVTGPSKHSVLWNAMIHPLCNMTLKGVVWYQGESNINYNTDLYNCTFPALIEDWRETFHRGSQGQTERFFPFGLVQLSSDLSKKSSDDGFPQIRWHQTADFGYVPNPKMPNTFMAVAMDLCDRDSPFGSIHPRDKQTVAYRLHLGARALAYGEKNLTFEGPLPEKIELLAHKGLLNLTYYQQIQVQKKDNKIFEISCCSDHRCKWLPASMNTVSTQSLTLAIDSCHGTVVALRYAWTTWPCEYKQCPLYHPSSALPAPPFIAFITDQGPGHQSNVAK
TCR CD3 inh: human TCR-CD3 binding inhibition | TAMRA-labeled TCR probe fluorescence, biochemical | inhibition, % at 9.4 µM | 360,000 compounds, 0.37% hits; in the data active = inhibition above about 19%;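 note: recombinant mutant TCR 2C K166C tagged with TAMRA read by polarization; 0% = receptor in buffer alone and 100% = receptor with positive control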
LEDGF integ inh: blocks HIV-1 LEDGF/p75-dependent DNA integration; inhibition, % at 3.7 µM; 370,000 compounds, 0.64% hits; TR-FRET IN-LEDGF/p75 DNA integration, Eu/Cy5; AID 743269;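 active = inhibition above the screen-wide mean plus 3 SD, cut at about 13% in these data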;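 note: signal is the Cy5 over europium emission ratio at 671 and 618 nm; 0% = plate median of compound wells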
PG9 binder: binds the HIV-1 gp120 antibody PG9 | TR-FRET gp120-PG9 antibody binding | inhibition, % at 6.7 µM | 360,000 compounds, 0.43% hits | AID 624416; in the data active = inhibition above about 8.5%
rCAG binder: r(CAG) repeat RNA binding; 370,000 compounds, 1.3% hits; AID 651821; TO-PRO-1 dye displacement fluorescence; inhibition, % at 3 µM;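 active = inhibition above the plate cutoff, the mean of all test compounds on that plate plus 3 SD, cut at about 35% in these data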;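 note: 0% = DMSO alone and 100% = 100 µM mitoxantrone as full dye displacement; higher means more dye released from RNA so lower well fluorescence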
PRMT1 inh: PRMT1 (human) inhibition, primary screen; 370,000 compounds, 1.3% hits; recombinant PRMT1, activity-based probe fluorescence polarization; inhibition, % at 2.79 µM; Q99873;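 active = inhibition above about 21% made by adding two undisclosed values, limit read from the data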
ABHD4 inh: inhibitors of mouse ABHD4; 370,000 compounds, 0.54% hits; purified mABHD4, FP-Rh probe fluorescence polarization; Q8VD66; inhibition, % at 8.92 µM; AID 720543;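 active = inhibition exceeding the mean over every tested compound plus 3 SD, cut at about 30% in these data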;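 note: 0% = plate median of compound wells and 100% = S159A mutant with DMSO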
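assay system = mABHD4 protein | compound dosing = single nominal dose of 8.92 µM, 0.89% DMSO final | read-out basis = percent inhibition of probe binding, normalized to plate controls | schedule = Enzyme–compound pre-incubation 45 min, then probe 60 min, both 25 °C | detection = fluorescence polarization, excitation 525 nm, emission 598 nm, BODIPY TMR filters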
An asterisk follows results filed as active; . = not tested or not shown. An excerpt, so the mix of outcomes need not match the whole.

SMILES | TDP2 inh | HTRA1 inh | Rev-erbA mod | SIAE primary | TCR CD3 inh | LEDGF integ inh | PG9 binder | rCAG binder | PRMT1 inh | ABHD4 inh
Cc1[nH]n(C(N)=S)c(=O)c1N=Nc1cc(C(F)(F)F)ccc1Cl | -3 | 0 | 16 | 3 | -11 | -4 | -0.1 | 8 | 2 | 17
Clc1ccc(CON/C=N/c2ncnc3sccc23)c(Cl)c1 | -1 | -35 | -1 | 3 | -4 | 6 | 2.0 | 4 | 2 | -3
COc1ccc(C(=O)OCC(=O)N(C)C2CCS(=O)(=O)C2)cc1S(=O)(=O)N(C)Cc1ccccc1 (stereo not given) | -1 | -1 | -5 | 0 | 2 | 0 | -1.2 | -12 | 0 | -6
CCOc1ccc(/C=C(\C(=O)O)c2ccc(S(=O)(=O)N3CCCCC3)s2)cc1OC | -2 | -1 | -1 | 1 | 8 | 0 | -3.4 | 38* | -1 | 10
CCCOn1nnnc1-c1ccccc1 | 1 | 2 | 3 | 18* | 5 | -1 | -2.6 | -1 | -2 | 8
CCCN1CCN(CCCNC(=O)C2CCN(c3nnc(-n4cccc4)s3)CC2)CC1 | -2 | 0 | 3 | -1 | 0 | 0 | 0.3 | -4 | -2 | 2
CSc1ccc(Cl)c(C(=O)Nc2ccc(OCC(N)=O)cc2)c1 | -5 | 1 | 1 | 4 | 8 | 1 | 0.4 | -2 | -3 | -7
CCc1ccc(C(O)c2ncc(-c3cccc(C(F)(F)F)c3)[nH]2)cc1 (stereo not given) | -2 | . | 9 | -5 | -4 | -2 | 0.5 | 2 | 4 | -14
CCN=C1SC(C(=O)Nc2cccc(OCC)c2)CC(=O)N1CC (stereo not given) | -5 | -13 | -1 | 1 | 7 | -4 | 0.1 | -6 | -4 | -2
O=c1[nH][nH]c2c1[C@H](c1ccc(Cl)cc1)O[C@H](CCc1ccccc1)C2 | 1 | . | 4 | 1 | 5 | 0 | -1.5 | 22 | -3 | 2
CCOC(=O)c1sc(N(Cc2ccccc2)C(=O)COC(=O)c2ccc(O)cc2)nc1C | -1 | -58 | 1 | -66 | -4 | -3 | 0.2 | 26 | 1 | -79
Oc1ccc(/C=N/N2CCOCC2)c(O)c1O | 0 | 15 | 0 | 4 | 14 | 52* | -2.8 | 3 | 8 | 23
COc1ccc(C2=NCCc3cc(OC)c(OC)cc32)cc1 | -3 | 6 | -6 | 13 | -11 | 0 | -0.6 | 0 | -1 | -7
COc1ccc(CSc2nnc(N)s2)cc1F | 3 | 1 | 0 | 0 | 3 | 0 | 0.3 | 4 | 1 | 8
C/C(N)=C(/C#N)C(=O)COc1ncnc2ccc(Br)cc12 | -14 | 4 | 2 | -9 | 2 | 5 | -1.9 | 9 | -4 | -6
C[C@H]1CN([C@@H](C)CO)S(=O)(=O)c2ccc(Br)cc2O[C@H]1CN(C)C(=O)Nc1ccccc1F | -1 | 4 | 5 | -8 | 14 | 2 | 0.4 | 1 | -2 | 1
CC(/C=C/c1ccccc1)=N\NC(=O)Cn1cncn1 | -5 | -1 | 2 | 4 | -7 | 6 | -2.5 | 1 | -8 | -7
O=C(Nc1cccc(-c2ccc(N3CCCCC3)nn2)c1)c1ccc(Br)o1 | -1 | -65 | -36 | -32 | 6 | 5 | -2.0 | 10 | 3 | -53
CC(=O)OCC1OC(n2c(S)c(C#N)c(-c3ccccc3)c(C#N)c2=O)C(OC(C)=O)C(OC(C)=O)C1OC(C)=O (stereo not given) | 9 | -13 | 5 | 0 | -6 | 1 | -1.0 | 5 | 18 | -8
CCCCCCN1C[C@@H](O)[C@H](n2cc(C3CC3)nn2)C[C@@H]1c1ccccc1 | -7 | -21 | 1 | -5 | 5 | 3 | 1.4 | 0 | -6 | -6
CCn1c(SCC(=O)Nc2cccc(NC(C)=O)c2)nnc1C(C)C | -3 | -4 | 0 | 1 | 0 | 1 | 0.2 | 1 | -4 | -7
CCc1c(C)c2ccc(OC3CCCCC3=O)cc2oc1=O (stereo not given) | -14 | -1 | 0 | 5 | 1 | 2 | 0.2 | -5 | 0 | -4
CCOC(=O)CSc1nc(C)c(C(C)=O)cc1C(N)=O | 10 | -1 | 5 | -2 | -1 | -3 | -0.9 | 3 | 1 | 10
CCCCOc1ccc(/C=N/NC(=O)c2csc(C)c2C)cc1 | 2 | -6 | -4 | 5 | 1 | 1 | -2.4 | 2 | -2 | 3
CC1Cc2ccccc2N1C(=O)CN1CCc2ccccc2C1 (stereo not given) | -7 | -5 | -1 | -2 | -2 | 3 | 0.3 | 4 | 2 | -10
Cc1cc(-c2ccccc2)n[nH]1 | -8 | -2 | -4 | 8 | 2 | 7 | -2.6 | -1 | 3 | 0
CCCCc1cc(=O)oc2cc(OC(C)C(=O)NCc3ccccn3)c(Cl)cc12 (stereo not given) | 0 | -1 | -2 | -1 | 8 | 1 | 1.9 | -4 | 0 | 15
O=C(CCS(=O)(=O)Cc1ccccc1)Nc1nnc(C(F)(F)F)s1 | 3 | -5 | 3 | 4 | -4 | -3 | 2.1 | 2 | 6 | 8
CCOC(=O)N1CCN(C(=O)CCNS(=O)(=O)c2ccc3c(c2)c(=O)n(C)c(=O)n3C)CC1 | 7 | 5 | -3 | 9 | 1 | 6 | -1.4 | -6 | -1 | -3
CC1CCN(S(=O)(=O)c2ccc(C(=O)Nc3ncccc3O)cc2)CC1 | 4 | 1 | 9 | 6 | -1 | -3 | -0.5 | 1 | 2 | 6
Cc1ccc(S(=O)(=O)NC(=O)C2(C)CCN2C(=O)C2CCCCC2)nc1 (stereo not given) | 9 | . | 4 | -1 | -3 | 6 | 0.3 | 4 | 0 | 4
Cc1oc(-c2cccc(Cl)c2)nc1CS(=O)(=O)CC(=O)NC1CCCC1 | 0 | 6 | 7 | -3 | 1 | 1 | 2.3 | -5 | -1 | 2
Clc1ncnc2[nH]ccc12 | -2 | -4 | -5 | -3 | -4 | 0 | 0.8 | 1 | 3 | 2
CCOC(=O)C1=C(C)N(C)C(=S)N(C)C1c1ccc(OC)cc1 (stereo not given) | -1 | 3 | 3 | -5 | 4 | 4 | -1.0 | -1 | -1 | 0
CCc1nnc(NC(=O)c2ccc(COc3ccc(C)cc3)o2)s1 | 2 | 7 | 1 | -6 | 3 | 2 | -1.4 | -5 | -3 | -1
CN(c1ccccc1)c1ccc(/C=C/[N+](=O)[O-])cc1 | 1 | 8 | -1 | 1 | -6 | 0 | -1.0 | 1 | -9 | 5
O=C(NCCCOc1cccc(CN2CCCCC2)c1)c1ccc(Cl)c(Cl)c1 | 5 | 4 | -1 | 7 | -4 | -1 | 1.1 | -9 | -5 | -3
CCNc1ccc(S(=O)(=O)N2CCCCC2)cn1 | 5 | 0 | 3 | 1 | 5 | -2 | 0.1 | 2 | -3 | -4
OCC1(CCOc2ccccc2)CCN(Cc2cn[nH]c2-c2ccccc2)CC1 | -7 | 8 | 1 | 5 | 5 | 2 | -0.5 | -4 | -2 | 0
COC(=O)c1c(-c2ccccc2)csc1NC(=O)C1CC=CCC1C(=O)O (stereo not given) | -8 | -2 | -6 | 1 | -7 | 1 | 4.1 | 17 | 13 | -5
Cc1csc(NC(=O)CSc2nsc(SCC(=O)Nc3nc(C)cs3)c2C#N)n1 | -1 | -36 | -3 | -12 | 1 | -2 | -2.2 | 27 | 2 | -30
CCOc1ccc(-c2cc(C(=O)OC)[nH]n2)cc1 | 14 | 3 | -4 | -2 | 1 | -2 | 0.3 | 1 | -2 | 4
COCCCNC(=O)c1ccc(C2SCC(=O)N2Cc2ccco2)cc1 (stereo not given) | -8 | 5 | -2 | -5 | -2 | 3 | -1.1 | -1 | -4 | -1
O=C1CNC(=O)/C1=C/c1ccccc1 | -1 | -1 | 3 | 2 | -1 | 2 | -1.8 | 0 | 1 | 9
Cc1ccc(NC(=O)CSc2nnc(-c3ccccn3)n2C)cc1 | -8 | 5 | 0 | 6 | 1 | 1 | -1.1 | -1 | -2 | -3

Part of the list above with just SIAE primary and PRMT1 inh.
canonical_smiles,SIAE primary,PRMT1 inh
Cc1csc(NC(=O)CSc2nsc(SCC(=O)Nc3nc(C)cs3)c2C#N)n1,-12,2
CCOc1ccc(-c2cc(C(=O)OC)[nH]n2)cc1,-2,-2
COCCCNC(=O)c1ccc(C2SCC(=O)N2Cc2ccco2)cc1 (stereo not given),-5,-4

New compounds follow.
SMILES | TDP2 inh | HTRA1 inh | Rev-erbA mod | SIAE primary | TCR CD3 inh | LEDGF integ inh | PG9 binder | rCAG binder | PRMT1 inh | ABHD4 inh
CCOCCCNC(=O)c1ccc(CS(=O)(=O)Cc2cccc(C)c2)o1 | -1 | -1 | -3 | 6 | 6 | 7 | 5.5 | -4 | 3 | 0
CCOC(=O)c1cc2c(C)n(-c3ccc(N(C)C)cc3)c(C)c2cc(C(=O)OCC)c1=O | -2 | -3 | 1 | 2 | 6 | -2 | -1.2 | -1 | 0 | 6
COc1cc(CNC(C)c2ccccc2)cc(Cl)c1OCC(=O)Nc1ccccc1 (stereo not given) | -7 | -19 | 1 | -3 | -4 | 3 | -0.5 | -6 | 6 | -1
CCOC(=O)c1ccc(NC(=S)N2CCC(C(N)=O)CC2)cc1 | -3 | 2 | -2 | 3 | -4 | 2 | -1.8 | -6 | -4 | 3
NS(=O)(=O)c1cnccc1Nc1cccc(F)c1 | 3 | 1 | 1 | 0 | -2 | 1 | -1.3 | 1 | 5 | -17
CCCCOCCCNC(=O)C[C@H]1C[C@@]2(C(=O)OC)C(=C[C@H](COCc3ccccc3)O[C@@H]2C)N(Cc2ccc(Cl)cc2Cl)C1=O | -7 | . | -1 | -1 | . | -4 | . | 4 | 4 | -4
CN(C)c1nc(Oc2ccc(/C=N/O)cc2)nc(N(C)C)n1 | -5 | -1 | 5 | 2 | 13 | 2 | 1.4 | 0 | 2 | -1
CC1=C(C(=O)Nc2ccc(CC(=O)NCc3ccccc3C)cc2)SCCO1 | -1 | -1 | -9 | 3 | -1 | 1 | -1.1 | -1 | 6 | 5
CCOC(=O)C1=C(COC(=O)CCNS(=O)(=O)c2ccc(NC(C)=O)cc2)NC(=O)NC1C (stereo not given) | -3 | -1 | 0 | 0 | -8 | -1 | 1.5 | -3 | 4 | -8
CC(=O)c1ccc(NC(=O)CCCC(=O)c2ccccc2)cc1 | -10 | 9 | -1 | -8 | -3 | 1 | -1.5 | -1 | -3 | -2
O=C(COc1coc(CN2CCc3ccccc32)cc1=O)NCCc1ccccc1 | -14 | 0 | -3 | 4 | 4 | 7 | -2.8 | 0 | 0 | 2
Cc1cc(C)nc(S/C=C/C(=O)c2ccccc2F)n1 | -5 | 2 | 3 | 1 | -12 | 4 | 0.9 | 5 | 25* | 5
CC(C)(C)C1CCC2(CC1)NC(CO)(CO)CO2 (stereo not given) | 6 | -2 | 1 | 7 | 0 | -2 | 0.0 | -1 | -1 | 0

Assay outcomes as filed in PubChem BioAssay.
